Assay outcomes (PubChem)
LDHA block: qHTS assay for inhibitors of human lactate dehydrogenase; L-lactate dehydrogenase A chain (Homo sapiens), P00338; purified LDHA, NADH/diaphorase-resazurin fluorescence; hits give low values; activity change, % (values are at about 110 or 230 µM); actives 0.15% (n = 480,000); AID 1347041, 2019; in the data active means activity change below about -30%; inconclusive means mostly about -25% to -30%;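 further: plate controls were DMSO wells for no effect and wells without enzyme for full effect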
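Human LDH5 at 2 nM final in Tris HCl pH 7.4 with 0.06 mM NADH and 0.2 mM pyruvate, reacted 5 minutes at room temperature. Remaining NADH coupled via diaphorase/resazurin; resorufin fluorescence read at 0 and 20 minutes, normalized to enzyme-free and DMSO wells.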
Vif-APOBEC3G blk: qHTS for Inhibitors of Vif-A3G Interactions: qHTS | actives 0.076% (n = 410,000) | AID 602310, 2012 | HeLa A3G-eYFP + Vif (tagged APOBEC3G with the HIV-1 protein that degrades it), YFP fluorescence, overnight | Potency, µM (titrated, usually from 46.1 µM), for inactives: at the top dose activity, negative = active, usual class: inhibitors;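 further: potency means the concentration at half of the fitted maximal effect; on the % scale 0 is the no-effect control and ±100 the full control effect; nearly all actives have a fitted effect of over 60% in size; hits raise eYFP signal because A3G escapes Vif-driven loss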
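HeLa cells stably expressing Vif and C-terminally eYFP-tagged A3G, seeded overnight at 37 deg C, then exposed to compound by pintool overnight at 37 deg C. Rise in yellow fluorescence (Ex 488/Em 500-530, Acumen) marks blocked Vif-driven A3G degradation.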
Vif-APOBEC3F blk: qHTS for Inhibitors of Vif-A3F Interactions: qHTS. HeLa A3F-eYFP + Vif (tagged APOBEC3F with the HIV-1 protein that degrades it), YFP fluorescence increase. actives 0.2% (n = 390,000). Potency, µM (titrated, usually from 46.1 µM), for inactives: at the top dose activity, negative = active. AID 602313, 2012; further: potency means the concentration at half of the fitted maximal effect; % of control where 0% means no effect; nearly all actives have a fitted effect of over 65% in size
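HeLa cells stably expressing A3F-eYFP plus Vif, plated and incubated overnight at 37 deg C, then exposed to compounds overnight at 37 deg C. Blocked degradation read as raised yellow fluorescence (Ex 488/Em 500-530).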
D2 potentiator: HTS Assay for Positive Allosteric Modulators of the Human D2 Dopamine Receptor: Primary Screen for Potentiators; actives 0.34% (n = 340,000); AID 485347, 2010; HEK293 T-REx D2, calcium flux, EC20 dopamine potentiation; D(2) dopamine receptor (Homo sapiens), P14416; potentiation, % at 10 µM;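 active means potentiation over 3 SD above the plate norm, cut at about 30% in these data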; further: 0% is about no effect
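Potentiation of an EC20 dopamine calcium response is measured in a force-coupled, tetracycline-inducible Hek293 Trex D2 line. Compound-only kinetic reads over 180 s flag agonists before dopamine addition.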
D1 agonist: Allosteric Agonists of the Human D1 Dopamine Receptor: qHTS. actives 1% (n = 360,000). AID 504660, 2011. HEK293 T-REx D1 cells, calcium flux, agonist mode. activation, % at 2 µM; in the data active means activation above about 30%; further: 0% is about no effect
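Agonism was scored from calcium flux recorded over 180 s (1 read/s) after pintool compound addition, following a 10-cycle baseline. Cells were inducible force-coupled HEK293 TREx D1, plated overnight at 30 C and loaded with no-wash calcium dye.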
GRP78 ERSR act: qHTS for Inducers of the Endoplasmic Reticulum Stress Response (ERSR) in Human Glioma: qHTS; actives 0.02% (n = 420,000); U87-MG GRP78 promoter luciferase reporter, 16 h; AID 602332, 2012; Potency, µM, inactives show at the highest dose activation, most hits filed as activators; further: potency means the concentration at half of the fitted maximal effect; series mostly up to about 76 µM; % of control where 0% means no effect; nearly all actives have a fitted effect of over 35% in size
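ERSR induction read as luciferase luminescence (Bright-Glo, 10 min at room temperature) in stably transfected human U87-MG glioma cells exposed to compounds for 16 h, using GRP78 as sensor.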
D1 PAM: Potentiators of Human D1 Dopamine Receptor: qHTS | HEK293 TREx D1 cells, calcium flux, dopamine EC20 potentiation | potentiation, % at 10 µM | actives 0.036% (n = 360,000) | AID 504651, 2011; in the data active means potentiation above about 30%; further: 0% is about no effect
D1 antag: Antagonist of Human D 1 Dopamine Receptor: qHTS. D(1A) dopamine receptor (Homo sapiens), P21728. HEK293 TREx D1 cells, calcium flux, dopamine EC80; hits give low values. activity change, negative = inhibition, % at 10 µM. actives 3.2% (n = 360,000). AID 504652, 2011; in the data active means activity change below about -30%; further: on the % scale 0 is the no-effect control and ±100 the full control effect
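Cells carrying a force-coupled, tetracycline-inducible human D1 receptor report calcium flux. Each well gets a 10 s baseline, compound with 180 s monitoring, then an EC80 dopamine stimulus with a second 180 s kinetic read.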
RXFP1 ag: qHTS Assay for Agonists of the Relaxin Receptor RXFP1 | HEK293T-RXFP1 cAMP TR-FRET, 30 min; response scale: percent of porcine relaxin response, buffer zero | Potency, µM (highest dose often 57.5 µM), for the others: at the top dose activation, usual class: activators | actives 0.3% (n = 370,000) | AID 2676, 2010; further: potency means the concentration at half of the fitted maximal effect; on the % scale 0 is the no-effect control and ±100 the full control effect; nearly all actives have a fitted effect of over 60% in size; many of its hits are not listed in these tables
Target sequence (Q9HBX9 whole entry, looked up): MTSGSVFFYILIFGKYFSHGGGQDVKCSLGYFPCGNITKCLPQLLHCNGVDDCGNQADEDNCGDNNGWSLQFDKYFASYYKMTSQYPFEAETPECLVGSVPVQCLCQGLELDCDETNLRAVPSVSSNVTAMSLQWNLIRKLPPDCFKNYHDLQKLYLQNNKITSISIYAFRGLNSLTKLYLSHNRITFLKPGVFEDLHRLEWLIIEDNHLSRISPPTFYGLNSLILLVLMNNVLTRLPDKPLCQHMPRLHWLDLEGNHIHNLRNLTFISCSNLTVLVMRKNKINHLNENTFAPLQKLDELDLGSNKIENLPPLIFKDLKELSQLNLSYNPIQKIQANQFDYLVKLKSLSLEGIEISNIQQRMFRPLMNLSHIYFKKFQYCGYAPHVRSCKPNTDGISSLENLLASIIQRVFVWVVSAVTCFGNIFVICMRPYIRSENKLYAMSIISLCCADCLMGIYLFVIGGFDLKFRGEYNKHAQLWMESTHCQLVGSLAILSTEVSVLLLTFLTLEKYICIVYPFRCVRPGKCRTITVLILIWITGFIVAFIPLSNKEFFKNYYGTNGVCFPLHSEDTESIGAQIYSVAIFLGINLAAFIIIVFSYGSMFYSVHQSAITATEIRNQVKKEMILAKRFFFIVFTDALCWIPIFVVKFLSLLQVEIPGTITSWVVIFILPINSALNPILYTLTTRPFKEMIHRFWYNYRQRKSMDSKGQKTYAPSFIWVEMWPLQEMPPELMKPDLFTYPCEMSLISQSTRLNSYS
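HEK293 cells stably expressing RXFP1, treated 30 min at 37C with compounds plus PDE4 inhibitor Ro 20174; cAMP measured by HTRF TR-FRET. Normalized to buffer and 29 nM porcine relaxin; EC50 by Hill fit.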
* marks the source's active call; other numbers are inactive results; ? = inconclusive; / = not tested or not shown; & = joins results of further samples. Unless noted, the call rests on the fitted dose curve; in most records, active means well fitted curve in the direction sought with a large enough effect; inconclusive means small, poorly fitted or top-dose-only effect, or another doubt; inactive means no such curve, though single readings can be large; an effect the other way counts as inactive or inconclusive. This is a subset, so the mix of outcomes need not match the whole.

SMILES	LDHA block	Vif-APOBEC3G blk	Vif-APOBEC3F blk	D2 potentiator	D1 agonist	GRP78 ERSR act	D1 PAM	D1 antag	RXFP1 ag
CCOC(=O)c1[nH]c2cc(OC)c(OC)cc2c1NC(=O)c1ccc2c(c1)OCO2	0.6	-10.8%	0.8%	0.5	2.1	-7.1%	-10.0	2.1	6.4%
COc1ccc(CN(CC(=O)NCC2CCCO2)C(=O)CCC(=O)Nc2cc(C)on2)cc1 (centres undefined)	-7.2	-0.4%	-1.3%	-1.6	1.1	12.4%	-4.0	-7.4	0.4%
O=Cc1c(Sc2ccccn2)nc2ccccn2c1=O	1.2	-12.8%	-3.6%	-11.0	0.9	-13.0%	8.4	-0.6	-0.5%
Cc1ccccc1NS(=O)(=O)c1cc(C(=O)Nc2cccnc2)ccc1C	2.4	-4.7%	-5.4%	5.3	5.7	-4.6%	5.3	-9.6	1.7%
CCC(=O)N1CCc2cc(CNS(=O)(=O)c3ccc(Br)s3)ccc21	-0.2	3.2%	-0.9%	1.2	7.8	-0.3%	-0.5	-7.9	3.7%
CC1Cc2ccccc2N1C(=S)NC(=O)c1ccc(Cl)cc1Cl (centres undefined)	-0.5	0.3%	-4.5%	3.5	1.5	-7.5%	0.4	10.1	1.0%
COCc1ccc(CN2CCCC(C(=O)Nc3ccccc3-c3ccc(OC)cc3)C2)o1 (centres undefined)	-4.3	5.6%	0.0%	-10.8	-0.5	-7.8%	0.6	2.8	-1.2%
Cc1cccc(-c2nnc(SCC(=O)N3CCOCC3)o2)c1	-10.4	-0.1%	-11.2%	-0.7	2.9	0.1%	2.1	2.2	1.4%
O=C(COCC(=O)NCc1ccccc1)NCc1ccccc1	-0.8	-3.8%	-18.2%	3.1	3.2	-4.8%	3.4	0.9	-2.1%
CCN1C(=O)N[C@H](c2ccc(Br)cc2)C(C(=O)OC)=C1C	-5.2	1.2%	0.8%	/	/	-1.1%	/	/	/
CCCNC(=S)N1CCC(C(=O)c2ccc3c(c2)OCCO3)CC1	-4.6	4.5%	-3.2%	-2.8	15.1	0.8%	-8.8	-34.2*	0.1%
CC(C)n1cc2c(c1-c1ccccc1Cl)c(=O)n(C)c(=O)n2C	-7.0	0.2%	2.1%	-1.5	4.6	-1.8%	-0.8	1.3	2.8%
C[C@]12C=CC(=O)C=C1CC[C@@H]1C2[C@@H](O)C[C@@]2(C)C1CC[C@]2(O)C(=O)COC(=O)CCC(=O)O (some centres undefined)	-2.1	-0.5%	-4.9%	-6.4	2.7	-4.7%	11.9	0.8	2.7%
O=C(CCS(=O)(=O)c1ccc(Br)cc1)N1CCN(c2ccccc2F)CC1	-10.5	1.2%	9.9%	/	5.1	-6.4%	2.5	18.2	1.1%
Cc1ccc(NC(=O)c2cc3c(CO)cnc(C)c3oc2=Nc2cccc(C(N)=O)c2)cc1	0.4	-0.7%	6.0%	/	6.3	-1.4%	-3.0	-13.9	1.0%
CCCCC(=O)N1CCN(c2nc3ccc(F)cc3s2)CC1	-2.4	-0.5%	5.4%	-2.9	18.9	-7.4%	-5.0	-24.7	-2.3%
COc1cc(CN2CCN(c3ccc(C)cc3)CC2)cc([N+](=O)[O-])c1O	16.5	6.0%	-11.5%	-10.9	2.6	-0.7%	-3.2	1.8	-1.1%
c1ccc(CNc2nc(-c3ccccc3)nc3ccccc23)cc1	1.7	-6.8%	?	7.7	1.5	-0.7%	7.0	-2.4	0.8%
Cc1cccc(NC(=O)Cn2c(/C=C/c3ccccc3)nc3ccccc32)c1	-0.6	-9.8%	0.2%	-4.3	5.7	-1.2%	-3.1	-3.5	3.5%
CN(C)c1ccc(CNC(=O)C2CCN(S(=O)(=O)c3ccc4c(c3)CCC(=O)N4)CC2)cc1	5.0	1.0%	0.1%	-0.8	0.3	-1.4%	2.3	-3.4	0.1%
C/C(CC(=O)Nc1ccccc1Br)=N\NC(=O)C(=O)N1CCCC1	0.2	1.8%	0.7%	8.0	2.6	-1.6%	4.2	11.2	2.1%
CSc1cc(-c2ccccc2)n(C)c(=O)c1C#N	-9.2	-2.7%	0.2%	2.3	2.4	-3.2%	1.6	-12.5	0.6%
COc1ccc(/C=C/C(=O)c2ccc(Cl)s2)cc1O	0.0	-15.5%	10.3%	-3.1	0.1	8.0%	-5.3	-9.4	2.0%
CC(C)(CNC(=O)c1ccc(Cl)c(S(=O)(=O)N2CCc3ccccc3C2)c1)N1CCOCC1	-0.9	2.1%	-0.9%	4.2	5.8	-2.8%	-1.3	-19.3	0.8%
CCOc1cc(-c2ccc(N)c(OCC)c2)ccc1N	-1.3	-1.6%	-1.6%	/	5.8	-3.5%	0.1	-1.4	-0.3%

(list continues)
SMILES	LDHA block	Vif-APOBEC3G blk	Vif-APOBEC3F blk	D2 potentiator	D1 agonist	GRP78 ERSR act	D1 PAM	D1 antag	RXFP1 ag
Cc1ccccc1C(=O)Oc1ccccc1N1C(=O)C2CC=CCC2C1=O (centres undefined)	-0.3	-5.4%	1.9%	2.4	-0.4	-2.5%	-0.8	-4.1	0.1%
COc1ccc(CCNC(=O)c2ccccc2NC(=O)C2=C(C)OCCS2)cc1OC	0.7	-8.1%	2.7%	7.5	3.0	-0.8%	0.6	1.6	2.0%
O=C(COc1ccc(Br)cc1F)N1CCN(c2ncccn2)CC1	-1.5	-0.2%	?	0.2	1.2	-0.5%	6.7	-1.5	-1.4%
CCOC(=O)Nc1ccc2c(CN(C)Cc3ccc(F)cc3)cc(=O)oc2c1	-3.7	0.2%	?	2.7	1.8	0.5%	-10.1	-21.7	?
CCCNC(=O)C(C)n1nc(C)c2c(C)n(-c3ccccc3)nc2c1=O (centres undefined)	-10.8	-3.8%	-6.2%	-1.4	0.1	-3.5%	-0.6	4.9	0.1%
COc1ccc(OC)c(NC(=O)CSC2=Nc3ccccc3C3=NC(CC(=O)NCc4ccc(F)cc4)C(=O)N23)c1 (centres undefined)	23.9	-4.3%	-1.6%	2.4	-0.1	-1.1%	-0.9	2.3	2.6%
CCOC(=O)NC(Nc1ccc(OC)cc1)(C(F)(F)F)C(F)(F)F	12.7	0.6%	2.5%	-0.1	0.8	2.4%	-4.3	-16.4	-0.2%
CCN(CC)C(=O)[C@H]1CC(CC(=O)NCC23CC4CC(CC(C4)C2)C3)C(=O)N2CCc3c([nH]c4ccccc34)[C@]12C (some centres undefined)	5.9	-10.4%	?	/	/	-1.8%	/	/	/
O=C(Cn1c(SCCOc2ccccc2Cl)nc2ccccc21)N1CCOCC1	-7.0	-4.1%	2.4%	-9.8	3.9	-0.4%	-1.9	7.3	-3.3%
CCn1c(Cc2ccc(OC)cc2)nnc1SCc1nc2ccccc2c(=O)[nH]1	3.0&-6.7	-0.9%	6.5%	12.5	3.4	-4.3%	-6.5	4.2	0.6%
O=C(c1cccs1)N1C(=O)c2cccc3cccc1c23	6.7	1.2%	-20.0%	-8.7	2.7	0.4%	8.4	-9.8	?
CCOc1ccc(NC(=O)CN2C(=O)C3(SCC(=O)N3c3ccc(F)cc3)c3ccccc32)cc1 (centres undefined)	-1.5	-2.9%	-0.8%	-2.7	1.8	-2.2%	-1.8	-5.1	-4.5%
O=C(/C=C/Nc1ccc([N+](=O)[O-])cc1)c1ccc(Br)cc1	-10.4	-4.3%	-7.3%	-11.9	4.6	1.6%	-3.9	2.2	1.8%
COc1ccc(NC(=O)CN(C)CC(=O)Nc2ccc(C)c(S(=O)(=O)N3CCCCC3)c2)cc1	-0.6	-1.3%	-2.9%	0.5	-0.3	-5.6%	-1.5	-17.1	-0.2%
O=C1Nc2ccccc2C1(O)Cc1ccncc1 (centres undefined)	-2.8	1.3%	1.5%	-5.8	1.3	-1.5%	1.6	6.7	1.7%
O=c1[nH][nH]c2c(N=Cc3ccccc3O)ccc(F)c12	39.2	0.2%	-4.7%	13.7	2.5	-7.9%	-2.5	-6.1	-3.6%
N=C(c1cccc([N+](=O)[O-])c1)N1CCCCC1	6.5	0.1%	-14.9%	11.7	3.3	-0.2%	-0.3	-3.3	-0.7%
Cc1ccc(-n2nc(C)c3c(C)onc3c2=O)cc1	-0.3	1.2%	-3.0%	-9.9	3.3	-0.1%	-2.9	-5.8	2.0%
CC1CCN(CC(=O)N2c3ccccc3CC2C)CC1 (centres undefined)	-6.6	1.9%	-2.2%	-3.1	5.3	-1.3%	-2.4	1.3	0.4%
COc1ccc(C2CC2/C(C)=N/OC(=O)c2cccs2)cc1 (centres undefined)	-0.1	3.0%	-7.4%	-4.5	3.0	-3.1%	-5.2	-14.3	-1.4%
O=C(NCc1ccc2c(c1)OCO2)c1ccco1	0.1	-5.2%	4.4%	13.4	3.6	-1.7%	-2.3	2.7	0.1%

Arranged by length of the SMILES (largest number first): 3 of the compounds above
SMILES	LDHA block	Vif-APOBEC3G blk	Vif-APOBEC3F blk	D2 potentiator	D1 agonist	GRP78 ERSR act	D1 PAM	D1 antag	RXFP1 ag
Cc1ccccc1C(=O)Oc1ccccc1N1C(=O)C2CC=CCC2C1=O (centres undefined)	-0.3	-5.4%	1.9%	2.4	-0.4	-2.5%	-0.8	-4.1	0.1%
N=C(c1cccc([N+](=O)[O-])c1)N1CCCCC1	6.5	0.1%	-14.9%	11.7	3.3	-0.2%	-0.3	-3.3	-0.7%
O=C1Nc2ccccc2C1(O)Cc1ccncc1 (centres undefined)	-2.8	1.3%	1.5%	-5.8	1.3	-1.5%	1.6	6.7	1.7%
